CRFR2-BP antag: antagonists of CRF-BP/CRF-R2 complex, primary screen, cell-based, HEK293, calcium dye fluorescence, uHTS; CRF-induced calcium fluorescence; inhibition, % at 11.8 µM; 0.59% of 350,000 active; AID 588475, 2011;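 active = inhibition of the ligand-induced calcium signal above about 50% at the single tested concentration, limit read from the data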
IDE cell activ: human IDE activators in live cells, primary screen, fluorescence polarization, HEK cells, FAbeta-B substrate. activation, % at 5.96 µM. Insulin-degrading enzyme (Homo sapiens), P14735. FAbeta-B cleavage; 0% vehicle, 100% cell-free pure enzyme wells. 0.073% of 340,000 active;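 active = activation above the mean of all tested compounds plus 3 SD, set per screening campaign, cut at about 17% in these data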
MEKK3 PB1 HTS: modulators of MEKK3-MEK5 PB1 binding, primary screen, biochemical, wildtype MEKK3, multiplex bead flow cytometry, Alexa488-MEK5 | Mitogen-activated protein kinase kinase kinase 3 (Homo sapiens), Q99759 | bead-based flow cytometry, Alexa488-MEK5 binding to MEKK3; actives lie on both sides; 0 = blocked by unlabeled MEK5, 100 = vehicle | binding response (% of control), % at 10 µM | 1.4% of 290,000 active;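 active = binding response more than 3 SD above or below the average of its plate-row segment, actives on both sides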;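 note: Alexa488 bead fluorescence after subtracting the streptavidin-only scavenger bead signal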
CRFR2-BP ag: agonists of CRF-BP/CRF-R2 complex, primary screen, cell-based, HEK293, calcium dye fluorescence, uHTS; CRF-binding protein / CRF receptor 2 complex (human); calcium dye fluorescence (FLIPR); percent of saturating CRF peptide response; activation, % at 13.2 µM; 0.46% of 350,000 active; AID 588473, 2011;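 active = activation of at least 50%, plus an integration ratio under a set limit after plate pattern correction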;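 note: plate controls were neutral control wells without compound for no effect and CRF at EC100 for full effect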
M4 PAM: human M4 muscarinic receptor positive allosteric modulators, primary screen, CHO-K1 cells, Fluo-8 calcium fluorescence; activation, % at 3 µM; AID 624126, 2012; Muscarinic acetylcholine receptor M4 (Homo sapiens), P08173; 0.4% of 360,000 active; CHO-K1 hM4/Gqi5, ACh EC20; 0% = ACh EC20, 100% = maximal ACh;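 active = activation above its plate's cutoff, the mean activation of sample wells plus 3 SD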; note: some results filed as inactive read as strong as hits
Target sequence (P08173 whole entry, looked up): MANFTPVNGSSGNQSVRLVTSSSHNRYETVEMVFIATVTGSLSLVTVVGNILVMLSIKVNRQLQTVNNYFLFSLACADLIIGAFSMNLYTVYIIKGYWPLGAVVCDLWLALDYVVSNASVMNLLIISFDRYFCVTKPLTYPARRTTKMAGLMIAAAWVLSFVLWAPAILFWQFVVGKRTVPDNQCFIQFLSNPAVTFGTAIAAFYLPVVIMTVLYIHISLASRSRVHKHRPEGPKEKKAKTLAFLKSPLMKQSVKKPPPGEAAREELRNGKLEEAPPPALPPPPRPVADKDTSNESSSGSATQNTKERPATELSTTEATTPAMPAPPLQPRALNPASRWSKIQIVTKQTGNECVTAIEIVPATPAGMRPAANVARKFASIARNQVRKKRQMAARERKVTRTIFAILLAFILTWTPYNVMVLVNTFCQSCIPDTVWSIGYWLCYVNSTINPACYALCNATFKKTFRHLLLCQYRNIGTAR
PHOSPHO1 inh: PubChem AID 1565. Phosphoethanolamine/phosphocholine phosphatase (Homo sapiens), Q8TCT1. recombinant PHOSPHO1, absorbance phosphatase assay. inhibition, % at 13.3 µM. 1.1% of 290,000 active; in the data active = inhibition above about 60%
Target sequence (Q8TCT1 whole entry, looked up): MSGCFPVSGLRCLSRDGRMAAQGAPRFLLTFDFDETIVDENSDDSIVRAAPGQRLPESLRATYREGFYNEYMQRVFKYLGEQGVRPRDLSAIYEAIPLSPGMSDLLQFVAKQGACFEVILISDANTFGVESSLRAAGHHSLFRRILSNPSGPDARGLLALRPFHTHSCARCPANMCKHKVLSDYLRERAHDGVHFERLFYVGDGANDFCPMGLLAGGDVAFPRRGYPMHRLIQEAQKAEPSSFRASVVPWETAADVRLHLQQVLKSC
p-CIP stab down: p/CIP-EGFP fusion destabilizers, primary screen, fluorescence, F442A cells. Q05BA5. 16 h. decrease of EGFP signal, % at 10 µM. 0.01% of 290,000 active;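 active = EGFP signal decrease of at least 30% at 10 µM or well 3 SD below plate mean, unless failing retest; inactive = the rest, including hits failing retest or dose response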; note: some compounds called inactive have numbers as strong as hits; many of its hits are not listed in these tables
IDE cell inh: human IDE inhibitors in live cells, primary screen, fluorescence polarization, HEK cells, FAbetaB substrate; Insulin-degrading enzyme (Homo sapiens), P14735; FAbetaB cleavage; inhibition, % at 5.59 µM; 0.41% of 320,000 active; AID 434962, 2010;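 active = percent inhibition above the average of all tested compounds plus 3 SD, set per screening campaign, cut at about 16% in these data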;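 note: IDE supplied by intact live HEK cells; FP after avidin binding of uncleaved biotin substrate so inhibition keeps polarization high; 0% = DMSO wells and 100% = 60 µM reference IDE inhibitor Ii1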
GalR3 antag: GalR3 antagonists in HEK293 cells, primary screen, cell-based, fluorescence readout; Galanin receptor type 3 (Homo sapiens), O60755; HEK293 GalR3-CNG cAMP membrane potential fluorescence; galR3 body fused to GalR1 C-terminus; inhibition, % at 3 µM; 0.44% of 360,000 active;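 active = inhibition above the screen-wide average plus 3 SD, cut at about 13% in these data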;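 note: forskolin and galanin both at EC90 stimulate the cells; cAMP rise reported by CNG channel membrane potential dye signal; 0% = forskolin plus galanin with DMSO and 100% = forskolin alone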
Target sequence (O60755 1-299 limits assumed): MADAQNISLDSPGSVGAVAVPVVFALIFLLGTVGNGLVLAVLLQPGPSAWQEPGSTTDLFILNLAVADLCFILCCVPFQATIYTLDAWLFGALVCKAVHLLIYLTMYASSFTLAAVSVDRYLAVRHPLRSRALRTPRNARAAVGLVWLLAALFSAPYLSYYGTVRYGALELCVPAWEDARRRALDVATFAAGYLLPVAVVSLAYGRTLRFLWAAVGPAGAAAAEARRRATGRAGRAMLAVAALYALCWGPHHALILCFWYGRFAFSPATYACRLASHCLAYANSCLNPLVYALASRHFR
Numbers without * were called inactive; · = no result given.

SMILES | CRFR2-BP antag | IDE cell activ | MEKK3 PB1 HTS | CRFR2-BP ag | M4 PAM | PHOSPHO1 inh | p-CIP stab down | IDE cell inh | GalR3 antag
COCc1ccccc1C1=CC(=O)C[C@H](c2ccc(OC)cc2)C1 | 10 | -4 | · | -1.2 | 3 | · | · | 6 | -2
O=C(NC1CCS(=O)(=O)C1)c1ccccc1Cl (stereo unspecified) | -4 | 4 | · | -0.7 | 5 | · | · | 4 | -6
Cc1c(C(=O)OCC(=O)N2CCCCC2C)oc2ccccc12 (stereo unspecified) | -2 | 2 | · | -0.7 | 3 | · | · | -3 | -6
CCC(C)NC(=O)Cn1c(COc2ccc(Cl)cc2Cl)nc2ccccc21 (stereo unspecified) | 17 | -3 | 104 | 8.6 | 3 | -9 | 4 | 1 | -4
O=C(Nc1ccc(-c2nc3ccccc3s2)cc1)C1=COCCO1 | 17 | -5 | 101 | 0.1 | 11 | -5 | -2 | 1 | -3
Cc1ccc(S(=O)(=O)N2CCCCC2)cc1NC(=O)COC(=O)c1cccn1C | 3 | 0 | · | 1.1 | 2 | · | · | 0 | -5
O=C(CN1CCN(c2ccccn2)CC1)Nc1ccc(F)cc1F | 2 | 0 | 101 | 0.6 | -6 | 42 | 0 | -2 | -13
CCOC(=O)C(NCCc1ccccc1F)(NC(=O)CC)C(F)(F)F (stereo unspecified) | 10 | 3 | 102 | -2.9 | -2 | 21 | -10 | -3 | -2
CC(=O)[C@@]1(O)C(C)CC2C3C=C(C)C4=Cc5c(cnn5-c5ccccc5)C[C@]4(C)C3C(O)C[C@@]21C (stereo partly specified) | -2 | 3 | 100 | 1.6 | -4 | 44 | -3 | 0 | -11
COc1ccc2c(c1OC)C(=O)OC2CC(=O)c1ccc(N(C)C)cc1 (stereo unspecified) | 21 | -3 | 103 | -2.1 | 0 | 11 | -9 | 4 | 4
COc1ccc(CNC(=O)OCCN2CCN(Cc3ccccc3)CCC2=O)cc1 | -3 | 1 | 97 | -0.6 | 0 | -6 | 13 | 3 | 0
COc1ccc(NC(=O)c2ccc(-c3ccc(OC)cc3)s2)cc1 | -2 | -1 | 108 | 3.2 | 9 | 16 | -4 | 4 | -5
Cc1nc(C)c(-c2nnc(-c3cccc(S(=O)(=O)N(C)C)c3)o2)cc1C(=O)NN | -3 | 0 | 99 | 0.1 | -2 | 26 | 4 | 4 | -2
COc1cccc(C2C=C(c3ccc(OC)cc3OC)Nc3nnnn32)c1 (stereo unspecified) | -6 | -1 | 107 | 81* | -1 | -15 | -6 | 5 | ·
COc1cc(/C=N/NC(=O)Cc2ccc(Br)cc2)cc(OC)c1O | 0 | -4 | 94 | -0.7 | -1 | 8 | -6 | -2 | 1
O=C(O)c1ccc2c(c1)NC(=O)C(N1CCCC1)S2 (stereo unspecified) | 7 | -2 | 96 | -0.8 | 17 | 18 | -14 | 1 | -4
COc1ccc(S(=O)(=O)N(C)C[C@H]2Oc3ccc(NC(=O)Nc4ccc5c(c4)OCO5)cc3C(=O)N([C@H](C)CO)C[C@@H]2C)cc1 | 5 | -4 | · | 0.0 | 5 | · | · | 5 | -5
CCc1ccc(N(C(=O)CNC(=O)c2ccco2)C(C(=O)NCC2CCCO2)c2ccccc2)cc1 (stereo unspecified) | -30 | 6 | 99 | 0.9 | -13 | 24 | 3 | 7 | -4
Cc1ccc2c(c1)C1CN(C)CCC1N2S(=O)(=O)c1ccc(Oc2ccc([N+](=O)[O-])cc2)cc1 (stereo unspecified) | -43 | 8 | 117 | 29 | -8 | -40 | -2 | -3 | ·
O=C1CCCc2c1nn(-c1ccccc1)[n+]2[O-] | 9 | 3 | 98 | -0.6 | 0 | 11 | 1 | -2 | -7
COc1ccc(C(=O)COC(=O)CCN2C(=O)[C@@H]3[C@H](C2=O)[C@@H]2C[C@H]3C(Br)C2Br)cc1 (stereo partly specified) | -3 | 0 | 89 | 0.9 | -12 | -1 | -5 | 0 | -10
CC(=O)N[C@@H](Cc1ccc(O)cc1)CN1C(N)=NC[C@@H]1CC(C)C | 8 | 0 | 103 | 0.2 | 5 | 15 | 5 | 4 | -8
COc1cc(NC(=O)COc2ccc(Cl)cc2)ccc1NC(=O)C(C)C | 4 | 3 | 104 | -1.5 | -2 | 33 | -7 | 7 | ·
CC(=O)NC12CC3CC(C1)CC(C(=O)NCc1ccc(C)cc1)(C3)C2 | -7 | 4 | 92 | -0.3 | -4 | 28 | -1 | -9 | -9
NC(=O)[C@@H]1CCOc2c(F)cc([N+](=O)[O-])cc2C(=O)N[C@@H](CO)C(=O)NCC(=O)N1 | 13 | 0 | 96 | -0.6 | 12 | -14 | -18 | 4 | -5
(next part)
SMILES | CRFR2-BP antag | IDE cell activ | MEKK3 PB1 HTS | CRFR2-BP ag | M4 PAM | PHOSPHO1 inh | p-CIP stab down | IDE cell inh | GalR3 antag
Cc1ccc(S(=O)(=O)/C(C#N)=C/c2c(N3CCCCC3)nc3ccccn3c2=O)cc1 | 0 | · | 88 | 3.3 | -3 | 23 | -19 | 3 | -5
CCOc1ccc(NCc2cccn2-c2nnc(N3CCC(C(=O)NCCCN4CCCCC4CC)CC3)s2)cc1 (stereo unspecified) | 2 | 4 | 104 | -0.7 | -11 | 16 | 4 | 4 | -1
CCOc1cc(C2Nc3ccccc3C(=O)N2c2ccccc2OC)ccc1O (stereo unspecified) | -4 | 1 | 96 | -0.3 | 5 | 19 | 2 | -2 | -5
CC12CCC(=O)C=C1C(O)CC1C2CCC2(C)C1CCC2(O)C(=O)CO (stereo unspecified) | 14 | 4 | · | 0.4 | 7 | · | · | · | 2
CC1CCN(CC(=O)Nc2ccccc2Sc2ccccc2)CC1 | -46 | 4 | 131 | 1.0 | -6 | -5 | -2 | -3 | 1
Cc1ccc(C(=O)OCC(=O)NCC(F)(F)F)cc1C | 10 | 1 | 101 | -1.2 | -3 | -9 | 1 | 5 | -4
CCOc1cc(S(=O)(=O)NCc2ccccc2)ccc1F | 4 | 0 | 104 | -1.4 | -5 | -10 | 1 | 4 | -6
Cc1ccc(S(=O)(=O)N2[C@@H](c3cccc(Cl)c3)C(C(=O)O)=CC[C@H]2c2cccc(C)c2)cc1 | 17 | 1 | · | 11 | 1 | · | · | -2 | -4
COc1cc(CNCc2ccccc2)cc(Cl)c1OC | -6 | 5 | 100 | -1.4 | 1 | 17 | 5 | 7 | -2
Cc1cc(NC(=O)CCC(=O)N(CC(=O)NC2CCCC2)c2ccc3c(c2)OCCO3)no1 | -2 | 5 | 105 | -1.8 | 3 | -12 | -2 | 3 | -1
Cc1ccc(-c2cc(C(=O)Nc3cc(C)on3)no2)cc1 | -26 | 1 | 103 | -0.3 | -8 | 41 | -12 | 2 | -3
Cc1ccccc1OCC(=O)OCC(=O)c1ccc[nH]1 | 1 | 3 | · | -0.9 | 6 | · | · | 0 | -2
CC1(C)Cc2ccccc2C(=NC(Cc2ccccc2)C(=O)O)N1 (stereo unspecified) | -4 | 0 | 105 | 1.9 | 5 | 41 | -8 | 4 | 0
C#CCN1C(C)=CC(=O)[C@@H](O)[C@H]1c1ccccc1Br | 2 | 1 | · | -0.8 | 5 | · | · | · | 3
CNc1snc(C)c1C(=O)OCC(=O)N(C)Cc1ccccc1 | -2 | 4 | · | -0.3 | 0 | · | · | 5 | -7
COc1ccc(N(C)S(=O)(=O)c2cccc(C(=O)N3CCN(Cc4ccc5c(c4)OCO5)CC3)c2)cc1 | 21 | 2 | · | -2.2 | -6 | · | · | · | -4
Cc1nccn1CCCNC(=O)C1CCC(=O)N(Cc2ccccc2F)C1 (stereo unspecified) | -13 | 1 | 98 | 3.3 | -10 | 42 | -1 | -1 | -5
NC(=S)C1COc2ccccc2O1 (stereo unspecified) | -1 | 5 | 98 | -1.3 | -6 | 11 | -3 | -3 | 9
O=C(Nc1nnc(SCC(=O)N2CCCc3ccccc32)s1)c1ccc2ccccc2c1 | -20 | 3 | 105 | -2.2 | 0 | 10 | -4 | -4 | 2
CCOc1cc(C(=O)OCC(=O)N(C)c2ccccc2)cc(OCC)c1OCC | -22 | 6 | 106 | 1.7 | -2 | 35 | 3 | 5 | -9
Cc1ccc2c(c1)CCCN2C(=O)c1cc(C)c(C)s1 | 12 | 1 | · | 0.1 | 0 | · | · | · | -2
COCCSc1nnc(NC(=O)c2cc(C(=O)OC)cc([N+](=O)[O-])c2)s1 | 13 | 0 | 96 | -0.1 | -4 | 44 | 21 | 2 | 5
CCOc1cc(NC(=O)c2ccco2)c(OCC)cc1NC(=O)c1cc(OC)c(OC)c(OC)c1 | -12 | 6 | 100 | -0.8 | 7 | 1 | -22 | 6 | 0
Cc1nn(Cc2ccccc2)c(C)c1NC(=O)CSc1nc2c(c(C(F)(F)F)n1)CCc1ccccc1-2 | 21 | 1 | 104 | -1.1 | 1 | -15 | -2 | 11 | -2
CCCC[C@@H]1CNC(=O)C(=O)N1CC(C)(C)C | 10 | 5 | 98 | 0.5 | 8 | 34 | 3 | -1 | -5

Pulled one by one from the list above (two):
SMILES | CRFR2-BP antag | IDE cell activ | MEKK3 PB1 HTS | CRFR2-BP ag | M4 PAM | PHOSPHO1 inh | p-CIP stab down | IDE cell inh | GalR3 antag
C#CCN1C(C)=CC(=O)[C@@H](O)[C@H]1c1ccccc1Br | 2 | 1 | · | -0.8 | 5 | · | · | · | 3
CNc1snc(C)c1C(=O)OCC(=O)N(C)Cc1ccccc1 | -2 | 4 | · | -0.3 | 0 | · | · | 5 | -7

Further structures follow.
SMILES | CRFR2-BP antag | IDE cell activ | MEKK3 PB1 HTS | CRFR2-BP ag | M4 PAM | PHOSPHO1 inh | p-CIP stab down | IDE cell inh | GalR3 antag
Cc1cccc(N=C2NC(=O)c3cc([N+](=O)[O-])ccc32)c1 | -10 | 3 | 96 | -0.1 | 3 | -20 | -9 | 0 | -4
COCCC(=O)N1CCCC(C(=O)c2ccc(C(F)(F)F)cc2)C1 (stereo unspecified) | 2 | 0 | 105 | 1.7 | -3 | 31 | -4 | 0 | -8
COc1ccc(C2N(c3ccc(F)cc3)C(=O)C3CCCN32)cc1 (stereo unspecified) | 6 | 3 | 94 | 0.8 | 2 | 9 | -6 | 0 | 1
COc1cc(OC)cc(-c2c(-c3cccs3)c3cc(-c4ccc(CN5CCOCC5)cc4)ccc3n2C)c1 | 1 | 4 | · | 1.8 | -3 | · | · | 8 | -2
c1ccc(CSc2nnc(-c3ccco3)n2Cc2ccccc2)cc1 | -20 | -2 | 104 | 0.5 | -6 | -18 | 1 | -2 | -1
Cc1ccc(OCCn2c(=O)cnc3ccccc32)cc1 | -10 | 1 | 104 | -1.4 | -5 | 2 | -4 | 6 | -4
CCNc1nc(NC(C)C)nc(NS(=O)(=O)c2ccc(C)cc2)n1 | 8 | -2 | 102 | 1.6 | -2 | 29 | -9 | -4 | -9

In a second layout: three of the compounds above.
compound	CRFR2-BP antag	IDE cell activ	MEKK3 PB1 HTS	CRFR2-BP ag	M4 PAM	PHOSPHO1 inh	p-CIP stab down	IDE cell inh	GalR3 antag
Cc1ccc(OCCn2c(=O)cnc3ccccc32)cc1	-10	1	104	-1.4	-5	2	-4	6	-4
CCNc1nc(NC(C)C)nc(NS(=O)(=O)c2ccc(C)cc2)n1	8	-2	102	1.6	-2	29	-9	-4	-9
COc1ccc(C2N(c3ccc(F)cc3)C(=O)C3CCCN32)cc1 (stereo unspecified)	6	3	94	0.8	2	9	-6	0	1

Compound activity as filed in PubChem BioAssay.
